N370S GC = N370S glucocerebrosidase modulation, Gaucher chaperone candidate. P04062. N370S GC spleen homogenate, 4MU-glucoside fluorescence. Potency, µM (series often up to 59.4 µM), for inactives: top-dose activity change, negative = inhibition, most hits filed as inhibitors. 330,000 compounds, 0.092% hits. AID 2101;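 also: 0% = full enzyme activity and -100% = no enzyme basal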
TDP1 block = inhibitors of human tyrosyl-DNA phosphodiesterase TDP1. recombinant TDP1, AlphaScreen DNA substrate cleavage. 350,000 compounds, 0.28% hits. Q9NUW8. Potency, µM (titrated, usually from 130 µM), for inactives: at the top dose activity change, negative = inhibition, most hits filed as inhibitors; also: nearly all actives have a fitted effect of over 40% in size
Target sequence (Q9NUW8 whole entry, looked up): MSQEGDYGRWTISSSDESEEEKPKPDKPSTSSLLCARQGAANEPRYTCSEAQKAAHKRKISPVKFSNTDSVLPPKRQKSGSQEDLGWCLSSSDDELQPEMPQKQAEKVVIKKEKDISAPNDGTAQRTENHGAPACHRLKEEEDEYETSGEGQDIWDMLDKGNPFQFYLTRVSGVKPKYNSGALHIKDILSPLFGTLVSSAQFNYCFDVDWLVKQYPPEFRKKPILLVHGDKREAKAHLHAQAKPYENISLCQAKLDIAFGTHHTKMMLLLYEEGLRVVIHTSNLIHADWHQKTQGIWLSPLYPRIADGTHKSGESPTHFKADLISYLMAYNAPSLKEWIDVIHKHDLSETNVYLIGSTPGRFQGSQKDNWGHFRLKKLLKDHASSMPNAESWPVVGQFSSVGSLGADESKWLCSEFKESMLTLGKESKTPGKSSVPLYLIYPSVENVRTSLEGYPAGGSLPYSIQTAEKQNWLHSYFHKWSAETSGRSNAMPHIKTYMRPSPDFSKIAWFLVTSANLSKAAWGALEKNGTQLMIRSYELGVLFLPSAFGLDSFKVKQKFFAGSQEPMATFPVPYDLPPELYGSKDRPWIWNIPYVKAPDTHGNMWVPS
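Recombinant E. coli-expressed Tdp1 (1 nM) preincubated with compound 15 min at RT, then 5'-biotin/3'-phosphotyrosine-FITC DNA substrate (15 nM) added for 5 min. AlphaScreen beads (10 ug/ml) added, 10 min RT; tyrosine-FITC cleavage read as signal loss.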
FEN1 inhibitor = inhibitors of human flap endonuclease 1; Recombinant FEN1 flap cleavage, fluorescence, 15 min; P39748; 390,000 compounds, 0.35% hits; AID 588795; Potency, µM (top dose mostly 114 µM), inactives show at the top dose activity change, negative = inhibition, most hits filed as inhibitors; also: nearly all actives have a fitted effect of over 65% in size
Target sequence (P39748 whole entry, looked up): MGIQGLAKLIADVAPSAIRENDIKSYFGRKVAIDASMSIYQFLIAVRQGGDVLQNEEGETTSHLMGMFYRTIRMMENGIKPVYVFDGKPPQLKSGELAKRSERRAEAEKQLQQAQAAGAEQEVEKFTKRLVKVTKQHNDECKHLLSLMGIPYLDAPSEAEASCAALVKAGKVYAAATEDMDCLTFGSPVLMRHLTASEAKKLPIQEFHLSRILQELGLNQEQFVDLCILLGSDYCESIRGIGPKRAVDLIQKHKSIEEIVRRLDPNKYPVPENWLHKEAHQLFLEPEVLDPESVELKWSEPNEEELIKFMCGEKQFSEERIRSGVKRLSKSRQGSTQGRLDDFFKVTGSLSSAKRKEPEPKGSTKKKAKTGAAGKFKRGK
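Quantitative HTS format: each compound was titrated, incubated with 10 nM nuclease for 15 min at room temperature, then challenged with flap substrate at 50 nM final. Signal change over 15 min gave concentration–effect curves.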
Numbers without * were called inactive; ? = inconclusive; nt = not tested or not shown; [ ] = remark or other dose. Calls follow the shape of the dose curve; as a rule, active = well fitted curve in the direction sought with a large enough effect; inconclusive = small, poorly fitted or top-dose-only effect, or another doubt; inactive = no such curve, though single readings can be large; an effect the other way counts as inactive or inconclusive. Unless noted, % is scaled to controls: 0 for no effect and ±100 for the full control effect; potency is read from the fitted curve at half-maximal effect.

N370S GC | TDP1 block | FEN1 inhibitor | Compound
-11% | 0% | 2% | CCOc1cc2[nH]c(=S)n(Cc3ccc(C(=O)NCC(OC)OC)cc3)c(=O)c2cc1OCC
6% | 10% | 6% | COC(=O)c1ccccc1NC(=O)CSc1nnc(CNS(=O)(=O)c2ccc(C)cc2)n1C
4% | 3% | -22% | CCN1CCc2c(sc(NC(=O)COc3ccccc3)c2C(=O)OC)C1
-3% | nt | 1% | CC(=O)Nc1ccc(S(=O)(=O)N2CCC(N3CCCCCC3)CC2)cc1
-3% | 1% | -5% | Cc1c(C(=O)N2CCCc3ccccc32)oc2ccccc12
-7% | 7% | 6% | COCc1nnc(NC(=O)c2ccc(S(=O)(=O)N(CC(C)C)CC(C)C)cc2)o1
-2% | 2% | 19% | COc1ccc(OC)c(NC(=O)CCCC(=O)NC2CCCCC2)c1
nt | -3% | 8% | Nc1c(-c2nc(-c3ccccc3)no2)nnn1CC(=O)Nc1ccccc1
-4% | -3% | 7% | CCCOC(=O)c1ccc(NC(=O)c2cc(Cl)ccc2OC)cc1
-2% | -3% | 5% | CC(C)(C)NC(=O)COC(=O)c1ccc(Cl)c(S(N)(=O)=O)c1
20% | 6% | 11% | Cn1c(=O)n(CCOc2ccccc2Cl)c2ccccc21
-2% | 2% | 18% | Cc1cc(C)c(OCC(=O)Nc2nnc(C3CC3)s2)c(C)c1
4% | 1% | 3% | COc1ccc(/C=N\NC(=O)COc2ccc(Cl)cc2Cl)c(C(=O)O)c1OC
-28% | 0% | -7% | Fc1ccc(-n2nnc(-c3ccccc3Cl)n2)cc1
-6% | -1% | 0% | CCC(C)C(=O)Nc1cc(C(=O)OC)cc(C(=O)OC)c1 (stereo not given)
nt | -3% | -20% | COc1ccc(CN(C(=O)c2ccccc2F)C2CCS(=O)(=O)C2)cc1 (stereo not given)
-4% | nt | 5% | COc1cccc(CN2C(=O)C(C)N(C(=O)c3c(F)cccc3F)c3ccccc32)c1 (stereo not given)
6% | -4% | -5% | COc1cc2c(c(O)c1OC)C(=O)C(OC)CCC2 (stereo not given)
nt | 4% | 8% | Cc1cc(C(=O)Nc2ccc(C)c(S(=O)(=O)N3CCOCC3)c2)c2ccccc2n1
-6% | -18% | -24% | NS(=O)(=O)c1ccc(NC(=O)c2cccc(N3C(=O)c4ccccc4C3=O)c2)cc1
? | nt | 1% | COc1cccc(C2CNC3(CCCC(C)C3)c3[nH]c4ccccc4c32)c1OC (stereo not given)
-3% | 3% | -8% | OC(CNCC#Cc1ccccc1)c1ccccc1 (stereo not given)
0% | nt | -1% | O=C(COC(=O)Cc1ccc(F)cc1)NCc1ccco1
-1% | -11%[0.505 µM] | 1% | NS(=O)(=O)c1cc(C(=O)OCC(=O)NC2CCCCCCC2)ccc1Cl
-18% | 8% | -5% | COc1ccc(COc2cccnc2N)cc1
nt | 2% | -23% | COc1ccc(S(=O)(=O)Nc2cccc3c2O[C@H](CN(C)Cc2ccc(Oc4ccccc4)cc2)[C@@H](C)CN([C@H](C)CO)C3=O)cc1
? | nt | -13% | Cc1ccc(-n2nc3ccc(N)cc3n2)cc1Cl
-4% | 5% | -1% | CS(=O)(=O)c1ccc(Cl)c(NC(=O)Cc2ccsc2)c1
25% | 8% | -8% | CC(C)Cn1nc(NC(=O)c2ccco2)c2cc3ccccc3nc21
25% | 5% | 17% | COc1ccc2cc(C(=O)C3CCCN(C(=O)c4cnn(C(C)C)c4)C3)ccc2c1 (stereo not given)
-2% | 2%[0.505 µM] | 1% | CCc1cc(=O)[nH]c(SCC(=O)Nc2cc(C)on2)n1
? | 8% | -12% | O=C(COc1ccc(/C=N/NC(=O)CSCc2ccc([N+](=O)[O-])cc2)cc1)NCc1ccco1
nt | 1% | 2% | Cc1csc(=O)n1CC(=O)OCC(=O)NC(C)c1ccc(F)cc1 (stereo not given)
-15% | 4% | 10% | Cc1sc(NC(=O)c2ccccc2)c(C(=O)NC(C)C)c1C
-3% | nt | -16% | COc1ccc(N2CCN(S(=O)(=O)c3ccc4oc(=O)ccc4c3)CC2)cc1
0% | 4% | 1% | CCOC(=O)C1CCCN(C(=O)C2CCN(S(=O)(=O)c3cnc[nH]3)CC2)C1 (stereo not given)
nt | 5% | -5% | Cc1ccc(C)c(NC(=O)CSc2nc3c([nH]c4ccccc43)c(=O)n2-c2ccc(F)cc2)c1
1% | 7% | 52%[activator] | O=c1[nH][nH]cc1C=Nc1ccc(Cl)cc1
-1% | 0% | -3% | CC1CCc2[nH]c3ccc(C(=O)NCCCOC(C)C)cc3c2C1 (stereo not given)
-4% | nt | 5% | O=c1cc(O)n(C2CCCCCC2)c(=O)[nH]1
nt | 6% | -1% | COc1ccc2nc(SC(C)C(=O)NC3(C#N)CCCCC3)[nH]c2c1 (stereo not given)
0% | -11% | -12% | O=C(N/N=C/c1cccnc1)c1ccc2c(c1)OCCO2
8% | 8% | -12% | Cc1ccc(S(=O)(=O)N2CCCCC2)cc1NC(=O)COC(=O)Cc1cccc2ccccc12
13% | -11% | -19% | CC1(C)CCc2nc(SCc3ccccc3)c(C#N)cc2C1
6% | 3% | 5% | C/C(CCC1CC(C)OC1=O)=N\NC(N)=S (stereo not given)
-8% | -7%[0.505 µM] | -8% | Cc1ccc(NC(=O)c2ccc3c(c2)NC(=O)CS3)nc1
15% | 2% | -5% | CSc1ccc(/C=C(\C#N)C(=O)NC2CCCCC2)cc1
8% | 4% | 1% | C=CCOC(=O)C1=C[C@@H](c2csc3ccccc23)C[C@@H](OCc2ccc(CO)cc2)O1
-21% | -7% | -29% | CCC1=NN2C(=N)/C(=C\c3ccc(SCc4ccco4)o3)C(=O)N=C2S1
3% | 7% | -4% | COc1ccc(C2SCCN2C(=S)Nc2ccc(F)cc2)cc1 (stereo not given)

As a working copy, 16 of the compounds above:
N370S GC | TDP1 block | FEN1 inhibitor | Compound
-11% | 0% | 2% | CCOc1cc2[nH]c(=S)n(Cc3ccc(C(=O)NCC(OC)OC)cc3)c(=O)c2cc1OCC
6% | 10% | 6% | COC(=O)c1ccccc1NC(=O)CSc1nnc(CNS(=O)(=O)c2ccc(C)cc2)n1C
4% | 3% | -22% | CCN1CCc2c(sc(NC(=O)COc3ccccc3)c2C(=O)OC)C1
-3% | nt | 1% | CC(=O)Nc1ccc(S(=O)(=O)N2CCC(N3CCCCCC3)CC2)cc1
-3% | 1% | -5% | Cc1c(C(=O)N2CCCc3ccccc32)oc2ccccc12
-7% | 7% | 6% | COCc1nnc(NC(=O)c2ccc(S(=O)(=O)N(CC(C)C)CC(C)C)cc2)o1
-2% | 2% | 19% | COc1ccc(OC)c(NC(=O)CCCC(=O)NC2CCCCC2)c1
nt | -3% | 8% | Nc1c(-c2nc(-c3ccccc3)no2)nnn1CC(=O)Nc1ccccc1
-4% | -3% | 7% | CCCOC(=O)c1ccc(NC(=O)c2cc(Cl)ccc2OC)cc1
-2% | -3% | 5% | CC(C)(C)NC(=O)COC(=O)c1ccc(Cl)c(S(N)(=O)=O)c1
20% | 6% | 11% | Cn1c(=O)n(CCOc2ccccc2Cl)c2ccccc21
-2% | 2% | 18% | Cc1cc(C)c(OCC(=O)Nc2nnc(C3CC3)s2)c(C)c1
4% | 1% | 3% | COc1ccc(/C=N\NC(=O)COc2ccc(Cl)cc2Cl)c(C(=O)O)c1OC
-28% | 0% | -7% | Fc1ccc(-n2nnc(-c3ccccc3Cl)n2)cc1
-6% | -1% | 0% | CCC(C)C(=O)Nc1cc(C(=O)OC)cc(C(=O)OC)c1 (stereo not given)
nt | -3% | -20% | COc1ccc(CN(C(=O)c2ccccc2F)C2CCS(=O)(=O)C2)cc1 (stereo not given)

(cont.)
N370S GC | TDP1 block | FEN1 inhibitor | Compound
-6% | 2% | -4% | Cc1ccc(NC(=O)CSCC#N)cc1
4% | 1% | 5% | CCCn1nnnc1SCC(=O)NCc1ccc2c(c1)OCO2
12% | nt | -10% | COc1cccc2cc(CC(=O)c3cc(C)ccc3C)c(=O)oc12
-14% | nt | -25% | COC(=O)CN1C(=O)[C@H]2[C@@H](c3ccc(C)o3)N3C(=O)CN(CC4CC4)C(=O)[C@@]3(C)[C@H]2C1=O
-7% | 1% | -1% | COc1ccc(C2NS(=O)(=O)N=C2N)cc1 (stereo not given)
6% | 4% | 1% | CN(C)C(=O)CCSc1nnc(-c2ccncc2)o1
nt | -1% | 6% | COc1cccc(CNC(=O)C(NS(=O)(=O)c2ccc3nc(C)sc3c2)C(C)C)c1 (stereo not given)
4% | nt | 10% | Cc1ccc2c(c1)N(CC(=O)NCCCc1ccccc1)C(=O)c1cccnc1O2
0% | 2% | 9% | Cc1cc(C)n(-c2ccc(Cl)c(C(=O)OCC(N)=O)n2)n1
17% | 5% | -7% | Cn1c(=NC(=O)CSCC(=O)N2CCOCC2)sc2ccccc21
-16% | nt | 26% | Cc1nc(SCc2ccc(C#N)cc2)n[nH]1
6% | 5% | 11% | CCCCn1c(SCC(=O)Nc2cc(C)[nH]n2)nc2ccsc2c1=O
13% | 5% | 1% | CCCCOC(=O)c1ccc(-c2ccc(/C=N/NC(=S)NCC)o2)cc1
6% | 0% | 6% | Cc1cccc(C)c1NC(=O)CC(NCCc1ccccc1)C(=O)O (stereo not given)
2% | 1% | 3% | CCOC(=O)C1CCN(c2c(NCCC(C)C)c(=O)c2=O)CC1
0% | 6% | -11% | COc1ccc(OC)c(NC(=O)Cn2c(CCC(=O)O)ccc2-c2cccs2)c1
nt | 8% | 2% | CCC1CN(C(=O)Nc2ccccc2C(F)(F)F)c2ccccc2O1 (stereo not given)
8% | 0% | -1% | CC(C)N(C(=O)Cn1cc(SCC(=O)NCc2ccco2)c2ccccc21)C(C)C
0% | 3% | 1% | C=CCN(C(=O)c1ccccc1)C1CCS(=O)(=O)C1 (stereo not given)
-4% | nt | 4% | CC1CCN(S(=O)(=O)c2cc3c4c(c2)CCN4C(=O)CC3)CC1
-1% | 7% | -15% | CC(C)c1ccc(S(=O)(=O)c2ccc(NN)cc2)cc1
1% | nt | 12% | CC(=O)Nc1ccc(NC(=O)C2CCN(C(=O)NC3CCCCC3)CC2)cc1
5% | -12% | -14% | CCOC(=O)C(C)Sc1ncnc2c1nnn2-c1ccc(F)cc1 (stereo not given)
-20% | 0% | -2% | Cc1ccc(NC(=O)/C=C\C(=O)O)c([N+](=O)[O-])c1
7% | -1% | 15% | Cc1nc([N+](=O)[O-])cn1CCC#N

Three compounds out of the list above, arranged by the number in N370S GC, low to high.
N370S GC | TDP1 block | FEN1 inhibitor | Compound
0% | 3% | 1% | C=CCN(C(=O)c1ccccc1)C1CCS(=O)(=O)C1 (stereo not given)
4% | nt | 10% | Cc1ccc2c(c1)N(CC(=O)NCCCc1ccccc1)C(=O)c1cccnc1O2
5% | -12% | -14% | CCOC(=O)C(C)Sc1ncnc2c1nnn2-c1ccc(F)cc1 (stereo not given)

(list continues)
N370S GC | TDP1 block | FEN1 inhibitor | Compound
8% | 5% | 19% | CCOP(=O)(OCC)C(NC(C)=O)C(=O)c1ccccc1 (stereo not given)
-3% | 0% | 0% | O=C(O)C1CCCN1c1ncccc1[N+](=O)[O-] (stereo not given)
-5%[12.8 µM] | 3.5µM* | nt | CC1CCC2C(=O)N3C(CCC(C)C3c3ccc(-c4ccco4)cc3)C(=O)N2C1c1ccc(-c2ccco2)cc1 (stereo not given)
10% | 2% | -4% | O=C(/C=C/c1ccc(Br)cc1)N1CCN(c2cccc(C(F)(F)F)c2)CC1
13% | 5% | 6% | COC(=O)c1ccc(/C=N/Nc2nc(N3CCCCC3)nc(N3CCCCC3)n2)cc1
-29% | ? | -13% | Cc1ccc(-c2c(C#N)c(N)n3c(nc4ccccc43)c2C#N)cc1
-2% | 0% | -10% | COc1ccc(OC)c(S(=O)(=O)N2CCc3ccccc3C2)c1
-3% | 0% | -3% | CCOC(=O)[C@H]1[C@H]2COc3cc(OC)ccc3[C@@H]2N2C(=O)c3cc(F)ccc3NC(=O)[C@@]12C
nt | 7% | -8% | Brc1ccc(-c2nc3ccccn3c2Nc2ccc3c(c2)OCCO3)o1
-11% | 2% | 11% | Cc1ccc(-n2ncc3c(=O)[nH]c(SCC(=O)N4CCCCC4)nc32)cc1
-3% | 5% | -1% | O=C1CCCC(O)=C1C=Nc1cccc(C(F)(F)F)c1
-21% | 5% | 17% | CC(Oc1cccc(F)c1)c1ccnc2nc(/N=C/N(C)C)nn12 (stereo not given)
-1% | nt | 0% | Cc1cccc(S(=O)(=O)NNC(=O)c2sc(C)nc2C)c1
-1% | -9% | 0% | COC(=O)c1cc(NC(=O)CN2C(=O)CSC2=O)ccc1Cl
4% | 0% | -7% | COc1ccc(N(C(=O)Cn2nnc3ccccc32)C2(C(=O)NC3CCCC3)CCCCC2)cc1
2% | -8% | 1% | COc1ccc(C2NC(=O)N(C)C3=C2C(=O)CC(C)(C)C3)cc1OC (stereo not given)
2% | 8% | ? | COc1ccccc1-c1cc(C(F)(F)F)nc(S(=O)(=O)CCCC(=O)Nc2cccnc2Cl)n1
nt | 4% | 9% | COC(=O)c1c(C)[nH]c(C(=O)C(C)OC(=O)C2CC(=O)N(c3ccc(C)cc3)C2)c1C (stereo not given)

Assay outcomes: PubChem, National Center for Advancing Translational Sciences (NCATS)
